CHRM1 PAM = human M1 muscarinic receptor positive allosteric modulators, primary screen, CHO-K1 cells, Fluo-8 calcium fluorescence, 1536-well; Muscarinic acetylcholine receptor M1 (Homo sapiens), P11229; CHO-K1 hM1, ACh EC20; 0% = ACh EC20, 100% = maximal ACh; activation, % at 3 µM; 360,000 compounds, 0.088% hits; in the data active = activation above about 19%, passing the limit was not always enough
Target sequence (P11229 whole entry, looked up): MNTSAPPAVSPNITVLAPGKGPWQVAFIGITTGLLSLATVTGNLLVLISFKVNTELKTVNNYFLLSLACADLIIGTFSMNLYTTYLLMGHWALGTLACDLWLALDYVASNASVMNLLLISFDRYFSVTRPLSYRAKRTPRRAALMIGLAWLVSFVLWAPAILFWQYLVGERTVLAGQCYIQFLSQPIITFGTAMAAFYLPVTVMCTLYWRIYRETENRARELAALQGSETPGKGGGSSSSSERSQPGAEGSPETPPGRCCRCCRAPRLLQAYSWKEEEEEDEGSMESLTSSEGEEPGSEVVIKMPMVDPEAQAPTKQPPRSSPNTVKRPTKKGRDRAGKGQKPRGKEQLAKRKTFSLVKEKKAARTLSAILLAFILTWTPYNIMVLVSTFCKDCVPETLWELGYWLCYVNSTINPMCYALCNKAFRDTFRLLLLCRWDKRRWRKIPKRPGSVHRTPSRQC
V1R ag counter = agonists of human V1a receptor, primary screen, counter-screen for OXTR agonist project, fluorescence, CHO-V1R cells; Vasopressin V1a receptor (Homo sapiens), P37288; Fluo-8 calcium fluorescence, agonist mode; 0% DMSO, 100% 3 nM vasopressin; activation, % at 3 µM; 320,000 compounds, 0.25% hits; AID 2797, 2010;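 active = activation above the mean activation of all tested compounds plus 3 SD, per screening run, cut at about 20% in these data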;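 also: signal is peak over basal fluorescence ratio across a 100 second FLIPR read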
CHRM1 antagonist = human M1 muscarinic receptor antagonists, primary screen, CHO-K1 cells, Fluo-8 calcium fluorescence, 1536-well; Muscarinic acetylcholine receptor M1 (Homo sapiens), P11229; AID 588852, 2011; inhibition, % at 3 µM; 360,000 compounds, 1.3% hits; CHO-K1 hM1, ACh EC80 antagonist;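 active = percent inhibition above its own plate's cutoff, namely the mean of that plate's compound wells plus 3 SD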;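 also: peak over basal fluorescence ratio during 140 s after agonist addition; 0% = ACh EC80 plus DMSO and 100% = DMSO alone without agonist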
CHO parental Ca = ATP-evoked calcium signal inhibitors, parental CHO, primary screen, counter-screen for OX1R antagonist project, cell-based, fluorescence, Fluo-8 calcium dye; parental CHO-K1, ATP-induced calcium, Fluo-8 fluorescence; inhibition, % at 5.6 µM; 330,000 compounds, 0.63% hits; AID 463079, 2010;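 active = inhibition above that plate's mean sample inhibition plus 3 SD, cut at about 26% in these data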;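 also: 0% = ATP-challenged DMSO wells and 100% = DMSO wells without ATP; some compounds past the cut are filed as inactive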
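Assay system – parental CHO cells · Reagent – ATP stimulus · Detection – intracellular calcium via Fluo-8 no-wash fluorescent dye · Evaluation – percent inhibition of ATP-evoked calcium rise, normalized to controls · Controls – ATP wells versus no-ATP DMSO wells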
OXTR ag = human OXTR agonists, primary screen, fluorescence, CHO-OTR cells, Fluo-8 calcium. Fluo-8 calcium fluorescence; normalized: DMSO 0%, oxytocin 100%. 320,000 compounds, 0.32% hits. AID 2435, 2010. activation, % at 3 µM;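 active = activation above the mean of all tested compounds plus 3 SD, cutoff set per screening run, cut at about 20% in these data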;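 also: peak over basal fluorescence ratio from a 100 s FLIPR kinetic read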
Target sequence (P30559 whole entry, looked up): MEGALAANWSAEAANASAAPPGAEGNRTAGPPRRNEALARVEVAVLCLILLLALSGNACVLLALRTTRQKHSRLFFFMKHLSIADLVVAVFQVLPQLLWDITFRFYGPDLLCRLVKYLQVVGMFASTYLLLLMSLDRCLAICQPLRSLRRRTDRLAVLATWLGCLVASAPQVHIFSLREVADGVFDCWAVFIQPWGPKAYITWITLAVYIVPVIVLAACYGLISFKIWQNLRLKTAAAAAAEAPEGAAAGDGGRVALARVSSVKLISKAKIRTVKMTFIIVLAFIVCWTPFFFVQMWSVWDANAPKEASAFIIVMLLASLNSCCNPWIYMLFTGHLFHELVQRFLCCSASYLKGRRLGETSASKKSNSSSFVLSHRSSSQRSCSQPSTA
CHRM1 agonist = human M1 muscarinic receptor agonists, primary screen, Fluo-8 calcium fluorescence, CHO-K1 cells, HTS; Muscarinic acetylcholine receptor M1 (Homo sapiens), P11229; CHO-K1 hM1, agonist mode; 0% DMSO, 100% acetylcholine EC100; activation, % at 3 µM; 360,000 compounds, 0.33% hits;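 active = activation above the run's mean compound activation plus 3 SD, cut at about 16% in these data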;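 also: peak over basal fluorescence ratio within a 140 s kinetic read after compound addition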
TAAR1 agonist = human TAAR1 agonists, primary screen, Fluo-8 calcium fluorescence, CHO RD-HGA16 cells. vehicle wells 0%, saturating PEA agonist 100%. AID 624467, 2012. Trace amine-associated receptor 1 (Homo sapiens), Q96RJ0. 360,000 compounds, 0.99% hits. activation, % at 3 µM;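 active = activation above the mean activation of all test compounds in the run plus 3 SD, cut at about 38% in these data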
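Assay system – CHO-derived RD-HGA16 cells with stable Gα16 and human TAAR1 · Compound dosing – one-point dosing at 3 µM (nominal) · Incubation – 17-24 h seeding, 75 min 37 °C dye, 30 min RT · Measured by – kinetic Fluo-8 calcium fluorescence · Control set – DMSO vehicle as 0%, PEA at EC100 as 100% · Repeats – single well for each compound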
OXTR potentiator = human OXTR potentiators, primary screen, fluorescence, CHO-OTR cells, Fluo-8 calcium; Oxytocin receptor (Homo sapiens), P30559; Fluo-8 calcium fluorescence, potentiator mode; 0% = oxytocin EC15, 100% = EC100; activation, % at 3 µM; 320,000 compounds, 0.061% hits;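 active = activation above that plate's cutoff, the mean activation of tested compounds plus 3 SD, cut at about 6.6% in these data, passing the limit was not always enough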;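 also: 100% uses oxytocin at 75 nM as the full agonist control; some results filed as inactive read as strong as hits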
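Assay system: CHO-OTR cells, human receptor / Also added: oxytocin at about EC15, sub-maximal agonist stimulus / Dosing: single dose, 3.0 µM nominal final compound concentration / Incubation: 6 min pre-incubation, 100 s read / Technique: Fluo-8 calcium dye fluorescence / Read-out: % activation vs EC15 and EC100 oxytocin / Benchmarks: EC15 oxytocin low, 75 nM oxytocin high / Replicates: singlicate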
TAAR1 antagonist = human TAAR1 antagonists, primary screen, Fluo-8 calcium fluorescence, CHO RD-HGA16 cells | 360,000 compounds, 1.5% hits | inhibition, % at 3 µM | Trace amine-associated receptor 1 (Homo sapiens), Q96RJ0 | antagonist;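 active = inhibition above a per-plate cutoff, the mean inhibition of test compounds on that plate plus 3 SD, cut at about 49% in these data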;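 also: 0% = DMSO plus EC80 beta-PEA response and 100% = DMSO alone without agonist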
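Test system: CHO RD-HGA16 cells bearing hTAAR1 | Reagent: β-PEA, EC80 | Compound dosing: 3 µM, single point | Schedule: Dye loading 75 min at 37 °C, then 30 min room temperature | Signal: Calcium fluorescence with Fluo-8 | Evaluation: Percent inhibition of PEA-evoked calcium signal, max/basal emission ratio | Control set: DMSO-only wells and EC80 β-PEA-stimulated wells | Repeats: Singlicate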
* marks the source's active call; other numbers are inactive results; / = no result given. The order is random; 3.7% or so of the library scored in one or more.

1) CNC(=O)CSc1nnc(CCc2ccccc2)n1-c1ccccc1
2) COc1cc(C(=O)Nc2ccc3c(c2)N(C(=O)CN2CCN(C)CC2)c2ccccc2CC3)cc(OC)c1OC
3) COc1ccc(NC(=O)c2ccc3c(=O)n(-c4ccc(OC)cc4OC)c(=S)[nH]c3c2)cc1
4) COc1ccc(OC)c(CCNC(=O)Cn2cccc2C(=O)c2ccccc2C)c1
5) CCOC(=O)C1CCCN(C(=O)c2sc3nc(C)nc(N(CC)CC)c3c2C)C1 (configuration not stated)
6) COc1ncccc1-c1cnc2cccnn12
7) Cc1cc2c(cc1S(=O)(=O)N1CCN(c3cccc(C)c3C)CC1)OCC(=O)N2
8) Cc1ccc(NC(=O)N2CCC(NC(=O)C(C)(C)C)CC2)cc1
9) CCCNC(=O)CN(Cc1ccco1)S(=O)(=O)c1ccc(OCC)cc1
10) Nc1nc2n(n1)C(c1c(F)cccc1Cl)CC(c1ccc(F)cc1)N2 (configuration not stated)
compound no.,1,2,3,4,5,6,7,8,9,10
CHRM1 PAM,7,4,2,11,-5,3,1,3,11,8
V1R ag counter,-0.2,0.3,4.6,-0.3,-1.7,/,-0.6,-0.6,1.0,5.1
CHRM1 antagonist,-1,-16,4,-4,0,-7,-5,-1,-13,-22
CHO parental Ca,-16,-12,-4,-27,-16,/,-17,2,-3,-2
OXTR ag,-0.7,0.6,3.7,-2.6,-1.4,/,-1.0,-0.3,-0.6,5.1
CHRM1 agonist,-3,-7,-1,-14,-7,-5,-5,1,-8,1
TAAR1 agonist,5,2,7,-1,5,4,-1,5,4,9
OXTR potentiator,-7,1,-4,-3,-5,/,-6,-11,-8,-6
TAAR1 antagonist,11,-48,7,-12,13,-14,25,5,-18,20

Filtered by structure, the entries above containing an aryl methoxy group.
2) COc1cc(C(=O)Nc2ccc3c(c2)N(C(=O)CN2CCN(C)CC2)c2ccccc2CC3)cc(OC)c1OC
3) COc1ccc(NC(=O)c2ccc3c(=O)n(-c4ccc(OC)cc4OC)c(=S)[nH]c3c2)cc1
4) COc1ccc(OC)c(CCNC(=O)Cn2cccc2C(=O)c2ccccc2C)c1
6) COc1ncccc1-c1cnc2cccnn12
compound no.,2,3,4,6
CHRM1 PAM,4,2,11,3
V1R ag counter,0.3,4.6,-0.3,/
CHRM1 antagonist,-16,4,-4,-7
CHO parental Ca,-12,-4,-27,/
OXTR ag,0.6,3.7,-2.6,/
CHRM1 agonist,-7,-1,-14,-5
TAAR1 agonist,2,7,-1,4
OXTR potentiator,1,-4,-3,/
TAAR1 antagonist,-48,7,-12,-14

Additional structures follow.
11) Cc1ccc(S(=O)(=O)N(C)c2ccc(C(=O)N3CCC(C(N)=O)CC3)cc2)cc1
12) Cc1cc(C)c2c3c(sc2n1)C1(CCSCC1)C(C#N)=C(N)O3
13) CC(=O)c1c(C(C)=O)c(C)n(-c2ccc(N)cc2)c1C
14) Cn1cccc1CC(=O)N/N=C/c1cccc([N+](=O)[O-])c1
15) CC(NS(=O)(=O)c1ccc(OCC(=O)NCc2cccnc2)cc1)c1ccccc1 (configuration not stated)
16) CCc1ccc(C(=O)NNC(=O)Cn2c(=O)cnc3ccccc32)cc1
17) Clc1ccccc1OCc1nnc(-c2ccccc2Br)o1
18) NC(=O)CC(NC(=O)c1ccccc1)c1ccc(NC2CCCCCCC2)c([N+](=O)[O-])c1 (configuration not stated)
19) Cn1c(N)c(C(=O)COC(=O)c2cccc(S(=O)(=O)NCc3ccccc3)c2)c(=O)n(C)c1=O
20) CC1CCCC(NC(=O)NC(=O)CCl)C1C (configuration not stated)
compound no.,11,12,13,14,15,16,17,18,19,20
CHRM1 PAM,-3,-9,4,16,-3,7,1,6,0,-3
V1R ag counter,0.3,4.6,1.5,-0.5,0.2,0.5,-0.4,-0.6,1.6,1.0
CHRM1 antagonist,2,10,-21,-10,11,-6,-23,-2,1,0
CHO parental Ca,-9,-10,-19,3,-13,-2,-24,-26,-5,-5
OXTR ag,-0.6,2.7,0.3,0.1,0.2,0.6,-2.3,-0.5,1.2,1.0
CHRM1 agonist,9,-7,-3,-7,-5,-4,-4,-3,-4,-3
TAAR1 agonist,4,13,0,-1,4,1,6,19,10,1
OXTR potentiator,-5,-12,-3,-10,-1,5,-3,-11,-9,2
TAAR1 antagonist,4,22,-5,-5,-11,-3,15,-5,12,8

21) O=C(N/C(=C/c1ccc(Br)cc1)C(=O)N1CCOCC1)c1ccc(Br)o1
22) Cc1cc(C)c2c(CN3CCN(c4ccccc4F)CC3)cc(=O)oc2c1
23) Cc1cc(C(=O)NC2=NCCS2)cs1
24) COc1ccc(C(CC(=O)O)NC(=O)c2ccccc2[N+](=O)[O-])cc1 (configuration not stated)
25) C[n+]1cccc(C(=O)Nc2ccccc2)c1
26) CCC(=O)NCc1ccc2[nH]c(C)cc2c1
27) Cc1cc(=O)[nH]c(/N=C(\N)Nc2cccc3ccccc23)n1
28) COc1ccc(CNC(=O)C[C@H]2C(=O)N(CCc3ccccc3)C[C@@H]2Cc2ccccc2)cc1
29) CN(C)S(=O)(=O)NCCNc1ccc(C(F)(F)F)cc1[N+](=O)[O-]
30) N#Cc1nc(COc2ccccc2F)oc1NCCc1ccccc1
compound no.,21,22,23,24,25,26,27,28,29,30
CHRM1 PAM,5,0,4,6,-1,4,10,-11,6,-8
V1R ag counter,1.7,/,-0.3,0.7,0.6,0.8,-0.6,0.2,6.6,0.9
CHRM1 antagonist,-5,-3,-10,-11,-2,-7,-37,15,-9,8
CHO parental Ca,-17,/,-8,-14,2,10,-40,-15,-16,-1
OXTR ag,1.3,/,-0.1,1.1,0.0,0.7,-1.6,1.9,6.9,-1.1
CHRM1 agonist,-2,-5,-7,2,-6,-3,1,-7,0,-3
TAAR1 agonist,4,-2,6,8,1,3,-2,19,4,7
OXTR potentiator,-5,/,-7,-2,-9,-4,-4,-15,-17,-20
TAAR1 antagonist,-22,-3,2,-27,-14,8,3,56*,8,29

31) CCOC(=O)C1=CCC(c2cccc3ccccc23)N(S(=O)(=O)c2ccc(C)cc2)C1 (configuration not stated)
32) CC(=O)Nc1cccc(C(=O)OC2CCOC2=O)c1 (configuration not stated)
33) CN1CCN(c2ccc(S(=O)(=O)N3CCCCC3)cc2NC(=O)Cc2ccc(Cl)cc2)CC1
34) Cc1cccc[n+]1CC(=O)c1ccc2c(c1)OCCO2
35) CCc1ccc(O)c(CNCCNCc2cc(CC)ccc2O)c1
36) NC(=O)c1nsc(C(=O)N(c2ccccc2)C(C(=O)NCC2CCCO2)c2ccc(F)cc2)c1N (configuration not stated)
37) COc1cccc(CNC(=O)CCCc2cn(C)c3ccccc23)c1
38) COc1ccc(CCNC(=O)CCC(=O)Nc2ccccc2[N+](=O)[O-])cc1OC
39) COc1cc(OC)cc(C(=O)NCC(=O)OCC(=O)Nc2cc(S(C)(=O)=O)ccc2Cl)c1
40) Cc1nnc(SCC(=O)N2CCN(c3ccccc3F)CC2)n1C1CC1
compound no.,31,32,33,34,35,36,37,38,39,40
CHRM1 PAM,-10,9,0,-27,-14,-2,-1,6,6,6
V1R ag counter,/,0.4,26*,0.8,8.8,2.4,-0.1,1.2,-0.5,/
CHRM1 antagonist,20,-10,-1,28*,22,0,0,-8,-5,0
CHO parental Ca,/,-3,5,-7,-2,-19,-6,-17,-9,/
OXTR ag,/,-0.5,21*,0.8,7.5,3.5,-1.9,-0.5,0.8,/
CHRM1 agonist,-4,-2,-8,-11,-1,1,-5,-3,-4,-3
TAAR1 agonist,0,5,57*,0,42*,14,1,-1,2,3
OXTR potentiator,/,-5,-14,2,-14,-10,-12,-6,-4,/
TAAR1 antagonist,-5,-10,24,-14,24,51*,-8,1,-10,-14

One compound at a time (already shown).
`Cc1cccc[n+]1CC(=O)c1ccc2c(c1)OCCO2` is listed with CHRM1 PAM = -27; V1R ag counter = 0.8; CHRM1 antagonist = 28*; CHO parental Ca = -7; OXTR ag = 0.8; CHRM1 agonist = -11; TAAR1 agonist = 0; OXTR potentiator = 2; TAAR1 antagonist = -14
`Cc1nnc(SCC(=O)N2CCN(c3ccccc3F)CC2)n1C1CC1` is listed with CHRM1 PAM = 6; V1R ag counter = /; CHRM1 antagonist = 0; CHO parental Ca = /; OXTR ag = /; CHRM1 agonist = -3; TAAR1 agonist = 3; OXTR potentiator = /; TAAR1 antagonist = -14

Next results
41) C=CC[C@@H](CC(=O)N(CCO)Cc1ccccc1)C(=O)NC[C@H](OC(=O)[C@@H](CC=C)Cc1ccc(F)cc1)c1ccccc1
42) Nc1ccccc1-n1nc2ccc3ccccc3c2n1
43) CCOC(=O)C1=CCN(S(=O)(=O)c2cccc(Cl)c2)C1c1cccc(F)c1 (configuration not stated)
44) COc1ccc(-c2oc3ncn(Cc4ccco4)c(=N)c3c2-c2ccc(OC)cc2)cc1
45) O=C(c1cccs1)n1nc(-c2cccnc2)nc1NCc1ccco1
46) CCS(=O)(=O)c1ccc(N)cc1
compound no.,41,42,43,44,45,46
CHRM1 PAM,-17,3,4,-4,2,-5
V1R ag counter,4.2,/,/,-0.6,/,0.4
CHRM1 antagonist,34*,-9,-2,-28,-3,10
CHO parental Ca,-13,/,/,-21,/,-1
OXTR ag,2.6,/,/,1.5,/,-0.2
CHRM1 agonist,-1,-4,-6,-5,-3,-2
TAAR1 agonist,20,1,0,4,-2,4
OXTR potentiator,-9,/,/,-16,/,-2
TAAR1 antagonist,89*,9,-19,11,37,18
